NCI-60 one-dose screen, 48 h, at 10 µM unless noted. Numbers give growth in % (100 = growth as untreated, 0 = no growth, -100 = all killed).
DU-145 = DU-145 prostate cancer. 81,000 compounds, 4.2% hits. AID 1794760
SF-295 = SF-295 CNS cancer cells | 79,000 compounds, 5.6% hits
SNB-19 = SNB-19 CNS cancer cells; AID 1794751; 81,000 compounds, 2.5% hits
U251 = U251 CNS tumor cells; 80,000 compounds, 5.4% hits; AID 1794753
SF-539 = SF-539 CNS cancer; 81,000 compounds, 6.8% hits; AID 1794752
SNB-75 = SNB-75 CNS cancer; 79,000 compounds, 5% hits; AID 1794750
HCC-2998 = HCC-2998 colon cancer. 79,000 compounds, 4.7% hits. AID 1794799
SF-268 = SF-268 CNS cancer cells; 82,000 compounds, 3.1% hits
PC-3 = PC-3 prostate cancer cells; 80,000 compounds, 3.9% hits; AID 1794754
* = called active by the depositor; · = not tested or not shown. Rule for the calls: active = growth percent below 10; inactive = the rest.

Below each SMILES: DU-145	SF-295	SNB-19	U251	SF-539	SNB-75	HCC-2998	SF-268	PC-3
O=C(CCN1CCCCC1)c1ccc([N+](=O)[O-])o1
  102	109	106	101	·	110	103	101	87
CN1CCN(CCCNC(=O)c2ccc(Cl)s2)CC1
  111	101	104	98	99	92	101	103	·
CSc1cccc(NC(=O)NCCN2CCN(c3ccccc3)CC2)c1
  106	·	104	·	103	91	97	102	95
CCC(=O)NC(=O)NC(c1ccccc1)c1ccccc1
  110	105	94	90	115	96	103	101	75
COc1cccc(/C=N/NC(=O)C[N+](C)(C)C)c1OC
  117	100	108	94	100	135	99	106	94
COc1ccc(-c2nnc(Cn3cnnc3)o2)cc1
  111	83	101	107	99	78	97	99	96
COc1ccccc1NC(=S)N/C=C(\C#N)C(=O)c1ccc2ccccc2c1
  114	102	112	97	98	83	110	98	94
O=C1CCc2ccc(OCCCCN3CCN(c4cccc(Cl)c4Cl)CC3)cc2N1
  ·	53	78	58	87	71	84	80	46
Cc1cnc(Cl)nc1Sc1nc(N)nc2nc[nH]c12
  99	88	·	114	98	99	143	98	102
CCOC(=O)Cc1nc(N)n(C(=O)Nc2ccc(Cl)cc2)n1
  106	104	100	92	101	78	109	99	97
CC1(C)CC[C@]2(CO)CC[C@]3(C)C(=CC[C@@H]4[C@@]5(C)CC[C@H](NCO)C(C)(C)[C@@H]5CC[C@]43C)[C@@H]2C1
  -50*	-30*	18	-79*	-19*	-2.4*	6.8*	63	7.1*
COC(=O)[C@]12CCC(C)(C)C[C@H]1[C@H]1C(=O)C[C@@H]3[C@@]4(C)CCC(=O)C(C)(C)[C@@H]4CC[C@@]3(C)[C@]1(C)CC2
  65	82	101	89	77	76	56	63	57
c1ccc(C(=C(c2ccc(-c3ccccc3)cc2)c2ccc(-c3ccccc3)cc2)c2ccccc2)cc1
  114	108	103	91	102	101	111	102	99
COc1cc(/C=N/N=C2\C(=O)Nc3ccc(Br)cc32)ccc1F
  103	106	97	101	102	101	81	96	92
CCCCCCCCCCCC(=O)NCCC[N+](C)(C)CC(=O)[O-]
  101	101	88	72	94	93	96	86	32
Cc1ccc2cnc(N)c(C#Cc3cc(C(=O)Nc4ccc(CN5CCN(C)CC5)c(C(F)(F)F)c4)cnc3C)c2c1
  -95*	37	17	-81*	-86*	-17*	54	17	-87*
COc1cccc(C(=O)Nc2cccc(C#Cc3cccc4[nH]nc(N)c34)c2)c1
  71	55	99	68	36	3.7*	46	53	33
ClC(Cl)c1nc(-c2ccco2)n2nc(-c3ccccc3)cc2n1
  -25*	-15*	8.3*	-0.1*	-8.0*	88	-53*	24	1.7*
COc1cc(-c2ncn(/C=C\c3nnco3)n2)cc(C(F)(F)F)c1
  18	54	23	15	6.1*	4.5*	7.0*	11	34
C[C@H]1[C@H](C)CC[C@]2(CO)CC[C@]3(C)C(=CC[C@@H]4[C@@]5(C)CCCN(C(=O)OC(C)(C)C)C(C)(C)[C@@H]5CC[C@]43C)[C@H]12
  90	88	88	94	96	127	95	89	63
O=C(NC1CCN(Cc2ccccc2)CC1)c1cc(-c2ccncc2)nc2ccc(Cl)cc12
  33	15	25	7.4*	16	69	44	24	34
CCCCC/C=C\C/C=C\CCCCCCCC(=O)OCC
  110	·	101	102	100	95	108	106	94
CC(C)=CC/C=C(/C)[C@H]1CC[C@]2(C)[C@@H]1CC[C@@H]1[C@@]3(C)C/C(=C/c4ccncc4)C(=O)C(C)(C)[C@@H]3CC[C@]12C
  103	101	97	·	100	77	113	94	88
Cn1cc2c(c1)-c1oncc1CC2
  106	113	92	108	91	97	101	106	95
CNC(=O)c1cc(Oc2ccc3nc(NC(=O)c4ccc(CN5CCCN(C)CC5)c(C(F)(F)F)c4)sc3c2)ccn1
  40	-35*	7.5*	1.8*	-82*	47	4.8*	58	22
CC(O)CCC(C)[N+](=O)[O-] (configuration not stated)
  111	·	100	99	99	83	126	104	102
O=[N+]([O-])c1cccc(-c2nc3sccn3c2-c2ccnc(NCCCNS(=O)(=O)c3cccc4ccccc34)n2)c1
  71	83	92	86	97	·	100	72	49
O=[N+]([O-])c1ccc(N/N=C/c2ccco2)nc1
  120	122	104	97	95	102	121	107	99
Cn1cnc2c(NCCO)ncnc21
  104	97	100	98	95	95	98	99	83
Clc1ccc(N/N=c2/oc3ccccc3cc2-c2cc3ccccc3[nH]2)cc1
  89	71	85	80	87	·	96	85	64
NC/C(=C/F)COc1ccc2nc(NC3CCC(O)CC3)oc2c1 (configuration not stated)
  95	98	97	108	97	59	112	90	102
COc1cc(C2CC(c3ccccc3)=NN2)cc(OC)c1OC (configuration not stated)
  111	84	84	97	84	70	109	91	81
O=C(N/N=C/c1ccc(O)cc1)c1ccc2nc(-c3ccc(Cl)cc3)[nH]c2c1
  110	112	113	112	98	105	106	86	105
CN1CCC(C(=O)C(=O)O)C1=O (configuration not stated)
  104	100	94	99	107	96	109	97	93
CCOC(=O)C1=C(C(=O)c2ccccc2)C(c2cccc(OC)c2)NC(=S)N1 (configuration not stated)
  114	100	101	102	100	91	122	100	101
N=C(N)c1ccc(-c2ccc(-c3ccc(-c4cccs4)s3)s2)cc1F
  107	98	92	101	95	85	69	99	93
C=CCN(/C=C1/C(=O)O[C@H](COC)[C@@]2(C)C1=C(O)C(=O)C1=C2[C@H](OC(C)=O)C[C@]2(C)C(=O)CC[C@@H]12)CC=C
  27	5.7*	26	21	-19*	-25*	-20*	30	19
Cc1ccc(-n2cc(/C=N/NC(=O)c3ccccc3)c(-c3ccc(S(C)(=O)=O)cc3)n2)cc1
  105	97	89	88	98	102	100	108	80
COc1nc(N)nc(-n2c(-c3ccccc3)nc3ccccc32)c1NCc1ccccc1
  98	105	94	85	98	54	103	92	78
NC(=O)C1=C(N=C2CCCCC2)CCCC1
  120	110	117	105	108	94	109	113	102
Brc1ccc2nc(-c3cn(Cc4ccccc4)c4ncccc34)n(Cc3ccccc3)c2n1
  95	91	93	87	101	89	109	79	78
Cc1cc(=O)oc2cc(OCC(O)CNN3C(=O)c4cccc5c(N6CCN(C)CC6)ccc(c45)C3=O)ccc12 (configuration not stated)
  97	108	96	103	81	82	101	91	105
COc1cc(CNC(=O)CCCC/C=C/C(C)C)ccc1OCc1nnc(Nc2ccc(F)cc2)o1
  99	88	87	100	87	68	95	87	93
Cn1ccc(CNc2nc3ccc(OC/C(=C\F)CN)cc3o2)cc1=O
  109	104	98	107	95	99	109	101	103
CC(=O)Nc1ccc(/C=N\NC(=S)N/N=C/c2ccc(NC(C)=O)cc2)cc1
  142	111	96	111	104	98	105	126	·
CC(=O)OC1(C)C(=O)C=C(C)C=C1C (configuration not stated)
  106	96	98	102	94	66	97	117	83
O=C(Nc1nc2ccc(C(=O)N3CCN(C(=O)c4ccco4)CC3)cc2s1)c1ccc(NCCc2ccccc2)c([N+](=O)[O-])c1
  99	101	87	93	98	75	95	93	92
CC(=O)Nc1ccc(N=Nc2ccccc2)cc1[N+](=O)[O-]
  110	100	104	102	108	75	110	102	84
Nc1nc2c(C(=O)N3CCCC3)nnn2c2ccccc12
  115	90	117	100	104	99	109	110	72
CCOC(=O)C(=CNc1cccc(N(C)C)c1)C(=O)OCC
  109	75	85	93	104	84	108	105	82
CCN(CC)CCOc1ccc(-c2nc3cc(Cl)ccc3s2)cc1
  12	-72*	41	-3.5*	-15*	-0.9*	-97*	17	4.4*
CCOP(=O)(OCC)c1nc(-c2ccccc2)oc1N(C)CCCOS(C)(=O)=O
  124	108	109	107	101	114	107	119	104
COc1ccc(/C=c2\nc3n(-c4ccccc4)c4nc(N)nc(=N)n4n-3c2=O)cc1
  118	102	98	105	101	70	109	96	98
N[C@@H](Cc1cn(-c2ccnc3ccccc23)nn1)C(=O)O
  110	104	89	101	93	99	104	103	96
c1ccc2c(c1)ccc1c(C3CO3)cccc12 (configuration not stated)
  121	109	111	102	102	104	103	110	102
Cc1nnc(C(=O)NC(C)(C)c2nc(C(=O)NCc3ccc(F)cc3)c(O)c(=O)n2C)o1
  112	110	107	107	104	92	109	103	104
CN=S(C)(=O)c1ccc(-c2cnc(N)c(C(=O)Nc3ccccc3)n2)cc1 (configuration not stated)
  108	108	106	98	·	99	120	98	96
O=C1/C(=C/c2cccc(OCc3ccc(Cl)cc3)c2)N=C2SCCN12
  99	88	90	89	104	102	90	95	91
CC1CN(S(=O)(=O)c2ncsc2-c2ccccc2)CC(C)O1 (configuration not stated)
  107	101	99	107	94	73	116	99	98
CCOC(=O)c1sc(=S)[nH]c1C
  116	131	95	94	93	85	115	109	94

In another format: entries from further up
> COc1cc(/C=N/N=C2\C(=O)Nc3ccc(Br)cc32)ccc1F
  DU-145: 103; SF-295: 106; SNB-19: 97; U251: 101; SF-539: 102; SNB-75: 101; HCC-2998: 81; SF-268: 96; PC-3: 92
> CCCCCCCCCCCC(=O)NCCC[N+](C)(C)CC(=O)[O-]
  DU-145: 101; SF-295: 101; SNB-19: 88; U251: 72; SF-539: 94; SNB-75: 93; HCC-2998: 96; SF-268: 86; PC-3: 32
> Cc1ccc2cnc(N)c(C#Cc3cc(C(=O)Nc4ccc(CN5CCN(C)CC5)c(C(F)(F)F)c4)cnc3C)c2c1
  DU-145: -95*; SF-295: 37; SNB-19: 17; U251: -81*; SF-539: -86*; SNB-75: -17*; HCC-2998: 54; SF-268: 17; PC-3: -87*

3 entries drawn at random from those above, as already listed:
Below each SMILES: DU-145	SF-295	SNB-19	U251	SF-539	SNB-75	HCC-2998	SF-268	PC-3
CCOC(=O)c1sc(=S)[nH]c1C
  116	131	95	94	93	85	115	109	94
CCOC(=O)C(=CNc1cccc(N(C)C)c1)C(=O)OCC
  109	75	85	93	104	84	108	105	82
CC1CN(S(=O)(=O)c2ncsc2-c2ccccc2)CC(C)O1 (configuration not stated)
  107	101	99	107	94	73	116	99	98

New compounds follow
Below each SMILES: DU-145	SF-295	SNB-19	U251	SF-539	SNB-75	HCC-2998	SF-268	PC-3
O=c1oc2ccc(-c3ccc(F)cc3F)cc2c(=O)n1-c1ccc(F)c(Cl)c1
  13	-80*	13	7.1*	-5.1*	-24*	2.6*	2.3*	5.7*
COc1cc(/C=N/NC(=O)c2cnn3c2NC(c2ccccc2)C3)ccc1Oc1ccccc1 (configuration not stated)
  30	1.0*	39	27	9.7*	28	57	45	20
COc1ccc(-c2cc(-c3ccc(F)cc3)c(C#N)c(=O)[nH]2)c(OC)c1
  91	94	85	93	81	61	106	86	84
Cc1ccc2c(c1)C(=O)/C(=C/c1ccc(OCC(=O)c3ccc(Cl)cc3)cc1)CS2
  113	106	104	105	97	95	·	111	·
COc1cc(-c2nc(-c3nnc(-c4ccc(Br)cc4)o3)c3ccccn23)cc(OC)c1OC
  93	102	83	92	76	59	101	76	96
CC(Cc1ccc(O)c(O)c1)(NN)C(=O)O (configuration not stated)
  136	110	97	107	102	91	104	117	98
C(=C\c1nnc(-c2[nH]nc3c2CCc2ccccc2-3)o1)/c1ccc2c(c1)OCO2
  103	105	101	95	96	74	106	88	89
COc1ccc(Sc2cncc(NC3CCCCCC3)n2)cc1
  108	94	97	·	95	84	108	98	89
COc1ccc(-c2n/c(=C\c3c(O)[nH]c4ccc(Cl)cc34)cc3c2=Nc2ccccc2-3)cc1
  75	77	102	81	106	77	86	92	69
CC(=O)NC1CCC(OC(=O)Nc2ccccc2)CC1 (configuration not stated)
  101	129	105	94	108	94	86	97	94
COc1ccc(C(=O)c2ccccc2CN2C(=O)c3ccccc3C2=O)cc1
  110	100	100	·	108	92	105	102	90
Cc1nn(-c2ccc(Cl)cc2)c2ncnc(NCCc3ccccc3)c12
  105	109	105	104	107	103	·	106	79
CC(/C=N/NC(=O)c1cnccn1)=N/NC(=O)c1cnccn1
  ·	112	103	106	103	82	112	104	73
CN(C)CCCn1c2c(c3ncccc3c1=O)C(=O)c1ccccc1-2
  39	51	37	29	21	79	64	42	39
CCc1c(C)c2ccc(OC(=O)c3ccccc3)c(C(=O)/C=C/c3ccc(N(C)C)cc3)c2oc1=O
  110	105	106	96	102	73	89	93	83
COc1cc2c(=O)n(C3CCN(C)CC3)c3c4cc[nH]c4ncc3c2cc1OC
  78	56	73	78	46	·	79	53	54
CCNC(=O)c1[nH]cc(-c2ccc(OC)cc2)c1-c1cc(OC)cc(OC)c1
  108	97	84	98	99	67	102	97	84
Cc1cc(C)c2c(=O)[nH][nH]c2n1
  113	89	106	112	94	85	·	98	94
O=C(Nc1cc(F)cc2cccnc12)c1cnc(N2CCNCC2)cn1
  75	89	88	64	85	83	86	77	63
O=S(O)CO
  112	·	111	102	105	86	109	110	101
O=[N+]([O-])c1ccc(N=Nc2ccc(N(CCO)CCO)cc2)cc1
  119	119	105	113	110	95	95	105	84
COC1=CC(c2ccc[nH]2)=N/C1=C\c1[nH]c(C)c(C(=O)OCCn2cc(CCCCCCCCC[C@@H]3Cc4cc(O)ccc4C4CC[C@]5(C)[C@@H](O)CC[C@H]5C43)nn2)c1C (some centres not stated)
  69	94	102	80	92	94	92	86	79
COc1ccc(CSc2nc3ccc(C)cc3c(=O)n2-c2ccc(OC)cc2)cc1
  115	90	101	101	95	80	116	109	89
CCOC(=O)NCc1cccs1
  111	103	103	99	96	106	99	104	93
O=C1NC(=O)/C(=C\c2ccccc2)C2=C1CCCC2
  26	88	88	2.6*	27	102	123	39	20

Source: PubChem

An unsorted share of the library; 9.9% or so of the library scored in one or more.
